Nrf2 activator – activators of Nrf2 (ARE) signaling; AREc32 ARE-luciferase reporter (MCF7-derived line), luminescence, 24 h; Potency, µM (highest dose often 46.1 µM), for inactives: top-dose activation, actives largely listed as activators; 410,000 compounds, 0.31% hits; AID 624171; further: potency means the concentration at half of the fitted maximal effect; % of control where 0% means no effect; nearly all actives have a fitted effect of over 65% in size
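ARE activation measured as luciferase luminescence (Steady-Glo, 30 min RT) in AREc32_Fluc cells after 24 hr compound exposure at 37 deg C, 5% CO2; cells seeded overnight at 1000/well in OPTI-MEM, 5% FBS.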
IL-1B inflam inh – inflammasome signaling inhibition, IL-1 beta readout; THP-1 LPS/ATP IL-1B secretion, AlphaLISA, 16 h; active compounds read low; activity change, % at 57.5 µM; 360,000 compounds, 4.7% hits; AID 743279; in the data active means activity change below about -50%; inconclusive means mostly about -30% to -49%; further: on the % scale 0 is the no-effect control and ±100 the full control effect
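THP-1 cells pretreated 1 hr with compounds (up to 57.5 uM final), then stimulated with LPS (250 ng/mL final) plus ATP (1.25 mM final); secreted IL-1B measured by AlphaLISA after 16 hr, decreased signal indicating inhibition.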
TGFb SMAD3 inh – TGF-b pathway inhibition. 410,000 compounds, 1.2% hits. Potency, µM (doses to about 46.1 µM), inactives show at the top dose activity, negative = inhibition, most hits filed as inhibitors. HepG2 CAGA-GFP TGF-b/SMAD3 reporter, GFP fluorescence, 18 h; TGF-beta stimulated, 500 pg/mL final; further: potency means the concentration at half of the fitted maximal effect; on the % scale 0 is the no-effect control and ±100 the full control effect; nearly all actives have a fitted effect of over 65% in size
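Per well, imaged GFP fluorescence of HEPG2 CAGA-GFP cells gives the signal; cells get compound, then TGF-beta (500 pg/mL final), 18 h at 37 degrees C; %Activity versus -TGF-beta and +DMSO controls.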
HepG2 viability – counter-screen for TGF-b inhibitors: cytotoxicity in HepG2 cells; 410,000 compounds, 0.76% hits; Potency, µM (series often up to 46.1 µM), for the others: at the highest dose activity change, negative = cytotoxicity, most hits filed as cytotoxic; HepG2 CAGA-GFP viability, ATP luminescence, 18 h; further: potency means the concentration at half of the fitted maximal effect; some results filed as inactive show a strong effect at the top dose
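HepG2 CAGA-GFP cells (1000/well, DMEM with 1% FBS) received compound, then TGF-beta at 500 pg/mL final, and were incubated 18 hours at 37 degrees C. Viability was read by CellTiter-Glo luminescence. Media-only wells were set as complete cell-killing and DMSO as no toxicity.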
ATXN viability – cell viability loss in ATXN counter-screen; S2 cells (HEK-293 line with an ATXN2-luciferase reporter) viability, CellTiter-Fluor protease fluorescence, 24 h; 400,000 compounds, 0.49% hits; Potency, µM (titrated, usually from 56.7 µM), most hits filed as cytotoxic; further: potency means the concentration at half of the fitted maximal effect; nearly all actives have a fitted effect of over 40% in size
Nrf2 inh – inhibitors of Nrf2 signaling; A549 ARE-Fluc reporter, luciferase luminescence, 18-24 h; Potency, µM (titrated, usually from 46 µM), for the others: at the top dose activity change, negative = inhibition, usual class: inhibitors; 360,000 compounds, 2.1% hits; further: potency means the concentration at half of the fitted maximal effect; on the % scale 0 is the no-effect control and ±100 the full control effect; nearly all actives have a fitted effect of over 60% in size
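Two sequential reads on A549 ARE_Fluc cells exposed to compound for 18-24 h: a CellTiter-Fluor fluorescence read for viability, then a luciferase luminescence read for Nrf2/ARE activity.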
ATXN2 expr inh – inhibitors of ATXN2 expression; HEK-293 ATXN2-luciferase reporter, luminescence, 24 h; Potency, µM (series often up to 57 µM), inactives show at the highest dose activity change, negative = inhibition, usual class: inhibitors; 360,000 compounds, 0.72% hits; further: potency means the concentration at half of the fitted maximal effect; on the % scale 0 is the no-effect control and ±100 the full control effect; nearly all actives have a fitted effect of over 55% in size
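ATXN2-luciferase reporter cells (luciferase flanked by upstream and downstream ATXN2 gene portions) were treated 24 h at 37 °C with compounds at up to 57 uM. SteadyGlo luminescence gave expression; GF-AFC fluorescence gave viability.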
MCF10A rereplic – induces DNA re-replication in MCF 10a normal breast cells | MCF 10A DNA re-replication, Hoechst nuclear intensity, 48 h | Potency, µM (highest dose often 46.1 µM), for inactives: top-dose activity, positive = re-replication, hits mostly activators | 350,000 compounds, 2.9% hits; further: potency means the concentration at half of the fitted maximal effect; % of control where 0% means no effect; nearly all actives have a fitted effect of over 50% in size
A549 tox – A549 cytotoxicity, counter-screen for Nrf2 inhibitors. A549 ARE-Fluc cells, CellTiter-Fluor viability, 18-24 h. 390,000 compounds, 0.16% hits. Potency, µM (titrated, usually from 46 µM), for the others: top-dose activity change, negative = cytotoxicity, actives largely listed as inhibitors; further: potency means the concentration at half of the fitted maximal effect; on the % scale 0 is the no-effect control and ±100 the full control effect
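A549 ARE_Fluc cells in 5% FBS OPTI-MEM were exposed to compounds in concentration-response for 18-24 h at 37 deg C. Viability was read by CellTiter-Fluor fluorescence (Ex 405/Em 525) after 30 min, before the luciferase read.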
The depositor's hits bear a star; i = inactive; ? = inconclusive; . = not tested or not shown; [ ] = remark or other dose. Unless noted, the call rests on the fitted dose curve; in most records, active means well fitted curve in the direction sought with a large enough effect; inconclusive means small, poorly fitted or top-dose-only effect, or another doubt; inactive means no such curve, though single readings can be large; an effect the other way counts as inactive or inconclusive.

SMILES	Nrf2 activator	IL-1B inflam inh	TGFb SMAD3 inh	HepG2 viability	ATXN viability	Nrf2 inh	ATXN2 expr inh	MCF10A rereplic	A549 tox
O=C1C2C3C=CC(C2C(=O)N1c1cccc(O)c1)C1C2C(=O)N(c4cccc(O)c4)C(=O)C2C31 (stereo not given)	-1.0%	3	7%	14%	i	-14%	.	?	-16%
CCOc1ccc(/C=C2\SC(=S)N(C(C(=O)O)c3ccccc3)C2=O)cc1OC (stereo not given)	2.6%	73	?	6%	i	19%	.	2%	-1%
Cc1cc(C(F)F)n2nc(C(=O)Nc3ccccc3F)nc2n1	0.3%	-20	-1%	5%	i	.	15%	5%	21%
CCOC(=O)c1c(/N=C/N(C)C)sc(/C=N/Nc2ccccc2)c1-c1ccc(Cl)cc1	4.0%	-9	-30%	-6%	i	-5%	?	21µM*	4%
C=CCN(Cc1ccc(Cl)s1)C(=O)c1ccc(F)c(S(=O)(=O)N2CCOCC2)c1	0.0%	4	?	-2%	?	?	-14%	?	-4%
CC[C@H](C)[C@@H](COC=O)NC(=O)[C@H]1O[C@@H](n2ccc(N)nc2=O)[C@H](O)[C@@H]1O	-1.3%	-4	-5%	-6%	i	.	-2%	.	.
COc1ccc(-c2csc(NC(=O)c3ccccc3OC)c2C(=O)O)cc1OC	-0.6%	-11	-1%	-15%	i	9%	-15%	4%	2%
O=c1[nH]c(C2CCCN(S(=O)(=O)c3ccccc3)C2)nc2c1nnn2Cc1ccc2c(c1)OCCO2 (stereo not given)	-0.8%	21	2%	22%	?	-3%	.	24%	0%
CCn1c(C)[n+](CC)c2ccc(S(=O)(=O)N(C)C)cc21	0.1%	-6	0%	-8%	i	15%	4%	3%	9%
NCCCCCC(=O)N/N=C/c1coc2ccccc2c1=O	-0.1%	-1	-4%	18%	i	-1%	24%	10%	-3%
CCOC(=O)N1CCN(S(=O)(=O)N2CCCC(C(=O)NCCc3ccc(C)cc3)C2)CC1 (stereo not given)	-0.3%	-5	-23%	1%	i	4%	4%	-11%	-8%
O=C(COC(=O)Cc1cccc(F)c1)NC(=O)NC1CCCCC1	-0.3%	-1	0%	-18%	i	6%	3%	0%	10%
CCN(CC)CCN(C(=O)c1ccccc1OC)c1nc2ccc(F)cc2s1	13%	-25	?	-58%	i	11%	.	-3%	17%
COc1ccc(S(=O)(=O)N2CCN(CC(=O)Nc3ccc(Cl)c(C(F)(F)F)c3)CC2)cc1	-0.3%	.	?	-1%	i	?	?	.	-25%
O=C(CCc1ccccc1)NNC(=S)NC(=O)c1ccccc1	0.4%	0	?	-5%	i	?	?	3.3µM*	-21%
CCN(C(=O)COC(=O)/C=C/c1ccc(Cl)c(Cl)c1)c1c(N)n(Cc2ccccc2)c(=O)[nH]c1=O	-0.5%	17	1%	-1%	?	15µM*	.	24%	-14%
O=C(c1ccc(Cl)c(S(=O)(=O)N2CCOCC2)c1)N1CCc2ccccc2C1	0.4%	-64*	-25%	-16%	i	2%	-11%	10%	4%
COc1ccc(/C=N/NC(N)=S)cc1	8.8%	1	-4%	-1%	i	3%	14%	?	-18%
CN(C)S(=O)(=O)c1cccc(NC(=O)COC(=O)c2cc(=O)[nH]c(=O)[nH]2)c1	-0.4%	1	4%	19%	i	0%	-9%[11.3 µM]	-5%	0%
COc1cc([N+](=O)[O-])ccc1NC(=S)NC(=O)CC(C)(C)C	4.0%	4	-26%	-14%	i	1%	.	-13%	-3%
CCOc1ccc(C(=O)CCC(=O)NCC(=O)OCc2ccccc2)cc1OCC	3.9%	-16	9%	-7%	i	-3%	2%	11%	2%
O=C(CSc1nc2ccccc2s1)N/N=C/c1cc([N+](=O)[O-])ccc1O	0.2%	82	-4%	-26%	i	-16%	-16%	1%	-20%
O=C(CN1CCOCC1)Nc1ccc(Oc2ccccc2)cc1	0.6%	-4	-18%	-19%	i	-14%	13%	?	-4%
O=C(Cc1sc(Nc2ccccc2)nc1-c1ccccc1)NCc1ccccn1	8.0%	-7	19%	4%	i	?	23%	-1%	-6%
Cn1c(N)c(C(=O)COC(=O)c2cc(C(F)(F)F)nc3ccccc23)c(=O)n(Cc2ccccc2)c1=O	-0.8%	11	-9%	0%	i	21µM*	-37%	-8%	13%
O=C1c2ccccc2C(=O)N1CCCCCCc1ccccc1	-1.3%	13	?	0%	i	9%	7%	-2%	1%
Cc1cccc(-c2nsc(SCC(=O)NCc3ccc4c(c3)OCO4)n2)c1	0.4%	14	-5%	-13%	i	8%	-5%	0%	3%
CCC1(CC)NC(=O)N(CC(=O)OCC(=O)Nc2ccccc2OC(F)F)C1=O	-1.2%	-11	-10%	-9%	i	-6%	4%	5%	2%
N#CCCN1CCN(S(=O)(=O)c2cc(Cl)ccc2Cl)CC1	-0.5%	1	8%	-1%	?	1%	-11%	7%	9%
COC(=O)c1ccc(CN2CCN(Cc3ccc(C(=O)OC)o3)CC2)o1	0.3%	-9	-1%	-37%	i	-9%	0%	-5%	-2%
CCCC(=O)Nc1nc2n(n1)C(c1ccccc1)CC(=O)N2 (stereo not given)	-1.0%	4	-7%	-18%	i	-4%	-7%	0%	-6%
Cc1ccc(SCC(=O)OCC(=O)NC2(C#N)CCCCC2)cc1	-0.6%	8	1%	-17%	i	2%	-10%	2%	1%
CC1c2ccccc2SC(CCCN(C)C)c2ccccc21 (stereo not given)	-0.1%	-52*	10%	-50%	i	-3%	4%	?	0%
NCc1csc(Nc2cc(Oc3ccccc3)ncn2)n1	3.5%	12	-24%	-25%	i	.	12%	.	.
COc1cc2c(cc1NC(=O)Nc1ccc(F)cc1)oc1ccccc12	16%	51	?	-16%	i	-1%	-15%	2%	-4%
Cc1ccc(C(C)C)c(OCCNCCc2ccccc2)c1	-1.4%	-91*	?	-106%	?	-15%	-9%	13µM*	-8%

Look-ups from the entries so far.
Nrf2 activator result of CCCC(=O)Nc1nc2n(n1)C(c1ccccc1)CC(=O)N2 (stereo not given) stands at -1.0%
MCF10A rereplic result of O=C1c2ccccc2C(=O)N1CCCCCCc1ccccc1 stands at -2%
ATXN2 expr inh result of Cn1c(N)c(C(=O)COC(=O)c2cc(C(F)(F)F)nc3ccccc23)c(=O)n(Cc2ccccc2)c1=O stands at -37%

Continuation.
SMILES	Nrf2 activator	IL-1B inflam inh	TGFb SMAD3 inh	HepG2 viability	ATXN viability	Nrf2 inh	ATXN2 expr inh	MCF10A rereplic	A549 tox
CC(c1ccon1)N(C)C(=O)CCc1nnc(CCCCc2ccccc2)o1 (stereo not given)	0.3%	50	-11%	-2%	i	-13%	21%	0%	0%
CCOC(=O)CSc1nc(-c2ccccc2)cc(C(F)(F)F)n1	-0.1%	10	13%	9%	?	.	-3%	11%	-3%
COc1ccc(/C=N/NC(=O)c2ccccc2F)cc1CN1CCN(c2ccc(F)cc2)CC1	3.0%	-3	3%	11%	i	-26%	-9%	15%	-12%
O=C(NCCCc1ccccc1)C(=O)NCC1OCCN1S(=O)(=O)c1ccccc1 (stereo not given)	3.4%	12	2%	-5%	i	-19%	1%	0%	0%
C=CC[N@@+]12CC[C@]34c5ccccc5N5/C=C6\C7N(/C=C(\C53)[C@@H](C[C@@H]41)/C(=C/CO)C2)c1ccccc1[C@@]71CC[N@@+]2(CC=C)C/C(=C\CO)[C@@H]6C[C@@H]12 (stereo not given in full)	-1.2%	-1	10%	3%	i	-18%	-1%	10%	-5%
O=C(CSc1nnc(-c2c[nH]c3ccccc23)n1C1CC1)NC1CCS(=O)(=O)C1 (stereo not given)	2.0%	11	4%	3%	i	.	.	.	.
CS(=O)(=O)c1ccc2nnn(OCC(=O)Nc3ccc(Br)cc3Br)c2c1	?	-14	7%	-3%	i	3%	-1%	4%	3%
COc1ccc(S(=O)(=O)Nc2ccc(-c3cn4c(C)csc4n3)cc2)cc1	0.6%	.	-26%	-7%	i	.	6%	.	0%
Cc1cc2oc(=O)cc(CN3CCN(c4ccc(Cl)c(Cl)c4)CC3)c2cc1Cl	0.0%	-9	-23%	-41%	i	.	-6%	.	.
CCOC(=O)CSc1nnc(-c2cccc(Cl)c2)n1CC	-0.3%	-22	-1%	-3%	i	-7%	-6%	2%	-1%
COC(=O)c1ccc(N2CCN(C)CC2)c(NC(=O)COc2ccccc2Cl)c1	3.2%	-11	-7%	-17%	i	-4%	-16%	0%	12%
CCN(C1CCCCC1)S(=O)(=O)c1ccc(C(=O)O)cc1	-0.8%	0	15%	-2%	i	-15%	2%	1%	1%

Only Nrf2 activator, for 2 of the compounds above:
SMILES	Nrf2 activator
COc1ccc(S(=O)(=O)Nc2ccc(-c3cn4c(C)csc4n3)cc2)cc1	0.6%
CCOC(=O)CSc1nnc(-c2cccc(Cl)c2)n1CC	-0.3%

More records.
SMILES	Nrf2 activator	IL-1B inflam inh	TGFb SMAD3 inh	HepG2 viability	ATXN viability	Nrf2 inh	ATXN2 expr inh	MCF10A rereplic	A549 tox
NC(=S)NN=C1C=CCCC1	3.9%	14	-19%	-12%	?	13%	-20%	-4%	-2%
O=C(Cc1ccccc1)Nc1ccc2oc(=O)ccc2c1	-0.1%	-3	-2%	14%	i	-4%	-7%	-2%	8%
Cc1cccc(NC(=S)N(CCN2CCOCC2)Cc2ccccc2F)c1	0.2%	-13	-1%	-6%	i	?	-1%	14%	-2%
COC(=O)c1ccc(CSc2nnc(N)s2)cc1	-0.3%	25	6%	0%	i	?	19%	-2%	-2%
Cc1nnsc1-c1c(C(=O)N2CCOCC2)c(C)nn1-c1ccccc1	-0.1%	-2	-1%	-6%	i	-4%	-16%	1%	-9%
Nc1nonc1-c1nc2ccccc2n1CC(=O)Nc1ccccc1	2.3%	-11	31%[activator]	40%	i	-3%	-38%	10%	6%
CCc1nc2c(OCc3ccc(C(=O)OC)cc3)cccn2c1N(C)C(=O)c1ccc(C)cc1	0.7%	20	-10%	-34%	i	.	-18%	.	.
